Screening results from PubChem.
PTHR1 agonist: PTHR1 (human) receptor agonism | HEK293 GP2 PTHR1 cells, GloSensor cAMP luminescence, 1 h | Potency, µM (series often up to 115 µM), inactives show at the top dose activation, most hits filed as activators | 0.075% of 410,000 active | AID 743266 | Q03431; further: potency means the concentration at half of the fitted maximal effect; nearly all actives have a fitted effect of over 55% in size; some results filed as inactive show a strong effect at the top dose; inactives centre near -15; many of its hits are not listed in these tables
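HEK-293-derived GP2 cells expressing PTHR1 and a GloSensor cAMP reporter, 3,000/well, plated overnight, given luciferin plus IBMX (each 0.5 mM as added) for 1 h at 37 °C, then compound for 1 h at 37 °C. Luminescence was read after 15 min at room temperature.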
GLP1R cytotox: cytotoxic in the GLP-1 receptor inverse agonist counter-screen; HEK293 cAMP-luciferase reporter cells, luminescence, 24 h; Potency, µM (titrated, usually from 38.3 µM), without a hit: at the top dose activity change, negative = inhibition, most hits filed as inhibitors; 0.13% of 410,000 active;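 further: loss of luciferase light is scored as toxicity; potency means the concentration at half of the fitted maximal effect; on the % scale 0 is the no-effect control and ±100 the full control effect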
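1536-well qHTS counterscreen of the MLSMR; 200 cells/uL, 12 h pre-incubation, 23 nL cpd, 24 h at 37 deg C 5% CO2, luciferase detection reagent, 12 min RT, luminescence. Inhibition = undesired.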
GLP1R inv ag: inverse agonists of human GLP-1 receptor; P43220; HEK293 GLP-1R CRE-luciferase, luminescence, 24 h; GLP-1R form is constitutively active; Potency, µM (series often up to 38.3 µM), inactives show at the highest dose activity change, negative = inhibition, most hits filed as inhibitors; 1.6% of 410,000 active; further: potency means the concentration at half of the fitted maximal effect; on the % scale 0 is the no-effect control and ±100 the full control effect; nearly all actives have a fitted effect of over 55% in size
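Readout was luciferase luminescence, measured 12 min after detection reagent at room temperature. Beforehand, GLP-1R reporter HEK293 cells had sat 12 h, then received compounds for 24 hr at 37 deg C.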
IL-2 act: IL-2 activation; IL-2 activation reporter assay, cell-based qHTS; stimulated with anti-CD3/CD4/CD28 beads; in transgenic mouse T cells; activation, % (series mostly up to about 46 µM); 0.065% of 360,000 active; AID 652025; in the data active means activation above about 50%; inconclusive means mostly about 30% to 49%; further: 0% is about no effect
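First, unstimulated transgenic mouse T cells were exposed to compound for 60 min. Next, anti-CD3/anti-CD4-coated beads with anti-CD28 were added. Finally, after 18 h at 37 degrees C, EGFP and DsRed were imaged.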
EPAC1 agonist: activates human EPAC1 exchange factor. O95398. 0.073% of 360,000 active. EPAC1 agonist qHTS, biochemical assay; response scale: 100% = response to 6.5 mM cAMP. Potency, µM (series often up to 154 µM), for the others: at the top dose activation, most hits filed as activators; further: potency means the concentration at half of the fitted maximal effect; nearly all actives have a fitted effect of over 60% in size
Target sequence (O95398 whole entry, looked up): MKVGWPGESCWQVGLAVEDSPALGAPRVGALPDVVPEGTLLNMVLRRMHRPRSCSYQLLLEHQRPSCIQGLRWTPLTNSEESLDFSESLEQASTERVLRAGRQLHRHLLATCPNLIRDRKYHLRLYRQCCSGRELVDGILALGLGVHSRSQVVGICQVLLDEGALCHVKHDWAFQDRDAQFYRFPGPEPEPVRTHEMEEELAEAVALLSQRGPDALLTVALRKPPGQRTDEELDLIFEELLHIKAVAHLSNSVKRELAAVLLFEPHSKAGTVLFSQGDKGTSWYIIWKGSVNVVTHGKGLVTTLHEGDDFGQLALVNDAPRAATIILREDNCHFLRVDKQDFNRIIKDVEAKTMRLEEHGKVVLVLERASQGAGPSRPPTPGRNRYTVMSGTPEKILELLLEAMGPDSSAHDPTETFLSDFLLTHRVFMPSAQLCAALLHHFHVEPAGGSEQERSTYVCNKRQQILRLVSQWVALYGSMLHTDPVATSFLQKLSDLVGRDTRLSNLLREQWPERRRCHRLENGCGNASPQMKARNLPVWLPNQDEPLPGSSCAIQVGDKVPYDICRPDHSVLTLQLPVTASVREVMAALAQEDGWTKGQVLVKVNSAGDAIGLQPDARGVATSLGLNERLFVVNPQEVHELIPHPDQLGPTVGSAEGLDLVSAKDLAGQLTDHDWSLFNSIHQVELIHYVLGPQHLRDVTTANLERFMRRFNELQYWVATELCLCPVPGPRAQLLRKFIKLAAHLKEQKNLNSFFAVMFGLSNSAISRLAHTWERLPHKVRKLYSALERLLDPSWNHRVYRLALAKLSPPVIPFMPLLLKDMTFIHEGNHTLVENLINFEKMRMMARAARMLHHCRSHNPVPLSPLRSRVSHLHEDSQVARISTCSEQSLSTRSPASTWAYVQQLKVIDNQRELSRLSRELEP
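Nucleotide exchange assay: 100 nM EPAC1 with 250 nM Rap1B loaded with BODIPY-GDP and 50 uM GDP, room temperature. Fluorescence (480/540 nm) read every 5 min for 30 min; signal change normalized to 6.5 mM cAMP as full agonist.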
EPAC1 antagonist: antagonists of human EPAC1; O95398; Potency, µM (highest dose often 115 µM), for the others: top-dose activity change, negative = inhibition, hits mostly inhibitors; 0.14% of 360,000 active; EPAC1 GEF assay, Rap1b-BODIPY-GDP exchange fluorescence;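 further: potency means the concentration at half of the fitted maximal effect; plate controls were vehicle for no effect and positive control for full effect; nearly all actives have a fitted effect of over 50% in size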
GLP1R ag: activates the human GLP-1 receptor; P43220; HEK293 GLP-1R CRE-luciferase, luminescence, 4-6 h; cells express a hypersensitive GLP-1R form; Potency, µM (titrated, usually from 45.6 µM), without a hit: at the highest dose activation, actives largely listed as activators; 0.007% of 380,000 active; further: potency means the concentration at half of the fitted maximal effect; % of control where 0% means no effect
PLK1 PBD inh: PLK1 (human) polo-box domain binding inhibition. 2.8% of 360,000 active. Plk1 PBD binding of FITC phosphopeptide, fluorescence polarization. Potency, µM, inactives show max response, negative = inhibition, actives largely listed as inhibitors. AID 720504; further: potency means the concentration at half of the fitted maximal effect; series mostly up to about 57 µM; on the % scale 0 is the no-effect control and ±100 the full control effect; nearly all actives have a fitted effect of over 65% in size
PI5P4Ka inh: inhibitors of human PI5P4K alpha; AID 652105; 1.2% of 330,000 active; max response, %; PI5P4Kalpha enzyme, ADP-Glo luminescence, 60 min; stronger effect = lower value; P48426; active means max response of -50% or lower; inconclusive means between -30% and -50%; inactive means -30% or higher; further: value at the top dose of about 77 µM; on the % scale 0 is the no-effect control and ±100 the full control effect
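Luminescence from ADP-Glo served as readout of PI5P4Kalpha activity in a qHTS format. Reaction: enzyme, substrate, compound, ATP at 5 microM final, 60 min at RT.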
* marks the source's active call; other numbers are inactive results; i = inactive; ? = inconclusive; nt = not tested or not shown; & = joins results of further samples; [ ] = dose if it differs, or a comment. Unless noted, the call rests on the fitted dose curve; in most records, active means well fitted curve in the direction sought with a large enough effect; inconclusive means small, poorly fitted or top-dose-only effect, or another doubt; inactive means no such curve, though single readings can be large; an effect the other way counts as inactive or inconclusive.

SMILES | PTHR1 agonist | GLP1R cytotox | GLP1R inv ag | IL-2 act | EPAC1 agonist | EPAC1 antagonist | GLP1R ag | PLK1 PBD inh | PI5P4Ka inh
O=C1CC(c2ccc(S(=O)(=O)N3CCN(c4ccccc4)CC3)cc2)CN1 (stereo not drawn) | ? | 4.8% | 0.4% | -2.5 | 7.4% | -7.7% | -0.4% | -13.2% | nt
Cc1cc(C(=O)N/N=C/C(Cl)=C/c2ccccc2)c(C)o1 | -56.4%[inhibitor] | -15.4% | ? | -1.5 | -6.4% | 6.7% | 25.3% | 0.0% | 0.7
Clc1cccc(-c2ccc(C=Nc3ccc(N4CCOCC4)cc3)o2)c1 | i | -17.4% | -19.7% | 0.1 | -2.0% | -0.7% | -2.2% | 4.1% | 2.7
COc1ccc(/C=N/NC(=O)c2ccc(O)cc2O)cc1CSc1ccccn1 | -12.6% | 68.8% | -0.8% | 0.7 | 1.5% | -6.3% | -3.8% | -24.0% | -71.0*
CCN1C(=NCc2cc(OC)c(OC)c(OC)c2)N[C@@H](c2cccc(C(F)(F)F)c2)C(C(=O)OC)=C1C | -17.7% | -4.8% | 6.4% | -2.0 | 8.6% | 8.8% | -3.8% | ? | 2.7
CCC(=O)N1CCc2cc(S(=O)(=O)CCC(=O)Nc3cc(Cl)ccc3OC)ccc21 | -17.5% | 3.5% | 12.2% | nt | nt | nt | -2.3% | nt | nt
C/C(CC(=O)NC1CCCC1)=N\NC(=O)C1CCCCC1 | i | 1.9% | 5.6% | 1.1 | 3.4% | 6.0% | 3.1% | -3.5% | 8.6
O=c1c(OC2OC(CO)C(O)C(O)C2OC2OC(CO)C(O)C(O)C2OC2OC(CO)C(O)C(O)C2O)c(-c2ccc(O)c(O)c2)oc2cc(O)cc(O)c12 (stereo not drawn) | -15.8% | -12.5% | -7.8% | -0.5 | -5.6% | -4.7% | 2.3% | -14.5% | -1.6
C=C(C)c1cccc(C(C)(C)NC(=O)N2CCN(C(=O)OCC)CC2)c1 | 16.7% | -4.5% | -24.7% | -1.5 | 1.0% | 3.4% | -2.8% | 0.9% | 1.1
O=C(NCCc1ccccc1)C1=CCN(S(=O)(=O)c2ccccc2)CC1 | 9.6% | -9.0% | -19.1% | 0.0 | -0.1% | -11.5% | -4.3% | -1.3% | 1.0
COc1ccccc1CNc1nc(Nc2ccccc2Cl)c2sccc2n1 | -35.9%[inhibitor] | -2.7% | -7.7% | 0.7 | 2.9% | -6.1% | 17.3% | 5.1% | -3.8
N=C1/C(=C\c2ccc(Br)o2)C(=O)N=C2SC(CC(=O)N3CCOCC3)=NN12 | ? | 2.7% | -8.4% | 1.0 | 4.1% | ? | 1.4% | -28.0% | ?
Cc1nc(-c2ccccc2)sc1-c1nc(-c2cccnc2)ncc1S(=O)(=O)c1ccccc1 | -65.6% | 7.0% | 8.2% | -3.3 | -4.8% | 0.1% | 7.6% | -8.7% | 13.3
CCc1ccc(NC(=O)CSc2nc(C)cs2)cc1 | i | 3.3% | ? | -3.8 | -3.4% | -13.8% | -2.1% | 2.0% | -12.9
O=C(Nc1cccc(S(=O)(=O)N2CCCCC2)c1)c1cc([N+](=O)[O-])ccc1N1CCOCC1 | i | -0.8% | 12.7% | -0.4 | -2.4% | -12.7% | 1.2% | -6.1% | 2.9
CCOc1ccc(NS(=O)(=O)c2ccc(C(=O)N(CC)CC(=O)NCc3cccs3)cc2)cc1 | -51.2%[inhibitor] | 3.4% | -6.8% | -5.7 | 2.7% | -5.8% | 7.6% | 1.0% | 0.1
CCc1nc2c(OCc3ccc(F)cc3)cccn2c1N(C)C(=O)c1ccncc1 | -8.2% | -2.6% | 26.5% | 0.0 | 1.5% | -12.0% | -4.0% | -3.5% | 6.7
CCCn1cnc2c(=O)oc3ccccc3c21 | i | 5.4% | 35.5%[activator] | -1.9 | 4.2% | 7.3% | 7.9% | -9.0% | -3.5
Cc1cc(N2C(=O)CC(C(C)c3ccccc3)C2=O)no1 (stereo not drawn) | i | -2.5% | -2.6% | -1.5 | -2.1% | 12.4% | -5.6% | -1.3% | 10.4
CC1CCCCC1NC(=O)COC(=O)C12CC3CC(CC(Cl)(C3)C1)C2 (stereo not drawn) | i | 4.2% | ? | 3.1 | 6.2% | 0.1% | 15.6% | -11.5% | 8.3
CS(=O)(=O)c1ccc(Cl)c(NC(=O)COC(=O)CCN=C2NS(=O)(=O)c3ccccc32)c1 | -3.8% | -1.8% | 10.5% | 0.6 | -4.0% | 3.2% | -5.4% | -8.0% | -3.1
CCC(CC)COC(=O)C1=C(C)NC(=O)NC1c1cc(OC)ccc1OC (stereo not drawn) | i | -18.6% | ? | 0.3 | -9.7% | -8.5% | 7.9% | 2.4% | 2.2
O=C1C(CO)C(CO)C(CO)C1CO (stereo not drawn) | -8.2% | 1.4% | 28.5% | -0.9 | -2.7% | 16.6% | -0.2% | -7.6% | 0.9
N#Cc1c(/N=C/N2CCOCC2)sc2c1CCCCC2 | -7.6%[57.5 µM] | -8.0% | ? | 2.8 | -3.4% | 2.8% | 11.5% | 21.2µM* | -6.6
COc1ccc(-c2nnc(SCC(=O)Nc3sc4c(c3C#N)CCCC4)n2-c2ccccc2)cc1 | i | -9.5% | 0.0% | -2.2 | -6.3% | 8.7% | -12.0% | 1.1% | nt

By substructure: the compounds so far with an aryl thioether with sulfur outside any ring
SMILES | PTHR1 agonist | GLP1R cytotox | GLP1R inv ag | IL-2 act | EPAC1 agonist | EPAC1 antagonist | GLP1R ag | PLK1 PBD inh | PI5P4Ka inh
COc1ccc(/C=N/NC(=O)c2ccc(O)cc2O)cc1CSc1ccccn1 | -12.6% | 68.8% | -0.8% | 0.7 | 1.5% | -6.3% | -3.8% | -24.0% | -71.0*
CCc1ccc(NC(=O)CSc2nc(C)cs2)cc1 | i | 3.3% | ? | -3.8 | -3.4% | -13.8% | -2.1% | 2.0% | -12.9
COc1ccc(-c2nnc(SCC(=O)Nc3sc4c(c3C#N)CCCC4)n2-c2ccccc2)cc1 | i | -9.5% | 0.0% | -2.2 | -6.3% | 8.7% | -12.0% | 1.1% | nt

Next compounds.
SMILES | PTHR1 agonist | GLP1R cytotox | GLP1R inv ag | IL-2 act | EPAC1 agonist | EPAC1 antagonist | GLP1R ag | PLK1 PBD inh | PI5P4Ka inh
CCC(=O)Nc1ccc(NC(=O)CSc2nnc(-c3ccc(O)cc3)n2CC2CCCO2)cc1 (stereo not drawn) | -19.3% | 2.7% | 30.7%[activator] | 1.7 | 3.6% | 5.7% | 0.6% | -9.5% | -3.7
O=C1CN(C(=O)COC(=O)c2ccc(N3CCCCCC3)c([N+](=O)[O-])c2)c2ccccc2N1 | -17.0% | ? | ? | -4.1 | 17.0% | -9.2% | 14.2% | -8.7% | -5.0
CSc1ccc(S(=O)(=O)N2CCC(C(=O)Nc3cccnc3)CC2)cc1 | -22.5% | -12.0% | 15.8% | 0.6 | -4.4% | -6.2% | 9.8% | -17.3% | 0.0
N#Cc1c(-c2ccccc2)ccn(Cc2ccc(Cl)cc2)c1=O | i | -14.5% | 0.5% | -0.1 | -15.4% | -8.2% | -0.5% | 0.0% | 1.4
Cc1csc(SCC(=O)Nc2cccc(S(=O)(=O)N3CCOCC3)c2)n1 | -27.4% | -13.1% | 11.4% | -2.2 | -6.1% | 3.3% | 4.2% | 2.7% | -3.9
O=C(NC1CCCc2ccccc21)c1ccc(F)cc1F (stereo not drawn) | -3.3% | 0.8% | ? | -1.2 | -6.2% | -1.9% | 15.3% | -2.5% | -1.3
CCN([C@H](CO)CC(C)C)S(=O)(=O)c1ccccc1 | -24.9% | 1.8% | 8.3% | 0.6 | 4.5% | -1.4% | -1.6% | -3.7% | -1.3
O=C(COC(=O)CC1CC2CCC1C2)Nc1ccccc1[N+](=O)[O-] (stereo not drawn) | -32.4%[inhibitor] | -0.1% | -9.0% | -0.1 | 7.9% | -1.9% | 1.0% | 6.5% | 6.8
COc1cc(C)nc(-c2csc(C)n2)n1 | -3.1% | ? | ? | 0.7 | -8.1% | 8.8% | -7.0% | 3.8% | 0.2
CC(=O)c1ccc(NC(=O)CSc2ccc3nnc(-c4cccnc4)n3n2)cc1 | -9.0% | -3.3% | 48.2%[activator] | -1.5 | 8.5% | 10.4% | -0.4% | -16.5% | 0.4
Cc1ncsc1C(=O)Nc1nc2c(s1)CCCC2 | -35.8%[inhibitor] | -4.4% | -11.6% | 0.0 | -2.6% | -29.5% | 0.6% | -7.0% | -3.5
COc1cc(C(=O)NCC(c2ccco2)N2CCCC2)ccc1OCc1ccccc1 (stereo not drawn) | i | -17.7% | ? | -0.5 | 5.3% | 2.0% | 8.2% | -5.9% | 1.4
Cc1ccc(S(=O)(=O)N2C[C@H]3[C@H]4C(=O)N(c5ccccc5)C(=O)[C@H]4C[C@H](OC(=O)NCc4ccccc4F)[C@@]3(O)C2)cc1 | -9.0% | ? | 8.1% | -0.1 | -4.8% | -17.5% | 8.2% | -7.6% | 4.5
COc1ccccc1C(=O)Nc1ccc2c(c1)nc(CN1CCCCC1)n2C | i | -5.8%&-9.2% | -15.6%&-2.3% | -1.1 | -6.7% | -8.4% | 3.2% | 4.5% | -7.0
CCN(CC)c1ccc(/C=N/NC(=O)CNC(=O)c2cccnc2)cc1 | i | -8.2% | -21.9% | 1.1 | 8.0% | -2.5% | 1.4% | 2.9% | 5.4
COc1cc(NS(=O)(=O)c2ccc(NC(=S)NC(=O)c3sc4cc(F)ccc4c3Cl)cc2)nc(OC)n1 | i | -8.1% | 51.9%[activator] | -1.0 | 1.6% | 0.7% | -1.5% | 26.7µM* | ?
Cn1c(=O)n(C)c2cc(NC(=O)C(F)(F)F)ccc21 | i | 75.3%[activator] | 30.6%[activator] | -1.6 | 17.1% | -12.1% | 4.5% | -16.3% | 1.1
CN1C[C@@H]2C(c3ccc(Cl)nc3)C3(c4cccnc4)CC2(C3)[C@H]1c1ccccc1 (stereo partly drawn) | i | -6.7% | 1.7% | 0.9 | 4.8% | -6.5% | 9.9% | -6.3% | -2.3
O=C(c1ccco1)N(Cc1cc2ccccc2[nH]c1=O)C1CCCCC1 | -5.8%[57.5 µM] | -17.5% | ? | -0.2 | 3.4% | 3.3% | 0.2% | -4.4% | -14.5

This is a subset, so the mix of outcomes need not match the whole.
